Screening data deposited in PubChem by National Center for Advancing Translational Sciences (NCATS).
MCF10A rereplic – DNA re-replication induction in MCF 10a cells; Potency, µM (doses to about 46.1 µM), for the others: top-dose activity, positive = re-replication, hits mostly activators; AID 624296; MCF 10A DNA re-replication, Hoechst nuclear intensity, 48 h; 2.9% of 350,000 active; also: potency is read from the fitted curve at half-maximal effect; % of control where 0% means no effect; nearly all actives have a fitted effect of over 50% in size
KB-3-1 cytotox – KB-3-1 parental cell cytotoxicity; KB-3-1 viability, CellTiter-Glo ATP luminescence, 72 h; 1.4% of 400,000 active; Potency, µM (doses to about 46.1 µM), for the others: at the highest dose activity change, negative = cytotoxic, hits mostly cytotoxic; AID 1347075; also: potency is read from the fitted curve at half-maximal effect; % is scaled to controls: 0 for no effect and ±100 for the full control effect; nearly all actives have a fitted effect of over 60% in size
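72 h, 37 °C compound treatment of KB-3-1 parental cells; CellTiter-Glo added, 10 min, luminescence read. Data corrected against DMSO-only plates and normalized before curve fitting.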
IL-1B inflam inh – inhibitors of inflammasome signaling (IL-1 beta secretion). activity change, % at 57.5 µM. AID 743279. THP-1 LPS/ATP IL-1B secretion, AlphaLISA, 16 h; hits give low values. 4.7% of 360,000 active; in the data active = activity change below about -50%; inconclusive = mostly about -30% to -49%; also: % is scaled to controls: 0 for no effect and ±100 for the full control effect
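Secreted IL-1B measured by AlphaLISA bead assay after 16 h compound exposure of THP-1 cells; compounds (final up to 57.5 uM) added 1 h before LPS (250 ng/mL) and ATP (1.25 mM) stimulation; lower signal means less secretion.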
GLP1R cytotox – cytotoxicity in counter-screen for GLP-1R inverse agonists; Potency, µM (top dose mostly 38.3 µM), without a hit: top-dose activity change, negative = inhibition, most hits filed as inhibitors; 0.13% of 410,000 active; AID 624418; HEK293 cAMP-luciferase reporter cells, luminescence, 24 h;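 also: loss of luciferase light is scored as toxicity; potency is read from the fitted curve at half-maximal effect; % is scaled to controls: 0 for no effect and ±100 for the full control effect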
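MLSMR compounds, 24 hr on cells at 37 deg C/5% CO2; luminescence after luciferase reagent (12 min RT). Inhibition counted as the undesired cytotoxic outcome.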
HT1080 IDH1KD tx – HT-1080 IDH1 knockdown cell toxicity (counter line); Potency, µM (top dose mostly 46.1 µM), inactives show at the top dose activity, negative = toxicity, most hits filed as cytotoxic; AID 686971; 2% of 360,000 active; HT-1080 IDH1 knockdown viability, ATP luminescence, 48 h;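 also: potency is read from the fitted curve at half-maximal effect; 0% = DMSO wells and -100% = cell-free medium wells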
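Viability of IDH1-knockdown HT-1080 fibrosarcoma cells was assessed by CellTiter-Glo after 48 h at 37 °C with titrated compound; concentration-effect curves were classified by fit quality and response size.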
KB-V1 cytotox – kills drug-selected multidrug resistant KB-V1 cells | KB-V1 MDR cells viability, CellTiter-Glo, 72 h | 3.4% of 400,000 active | AID 1347076 | Potency, µM (doses to about 46.1 µM), for inactives: top-dose activity change, negative = cytotoxicity, actives largely listed as cytotoxic; also: potency is read from the fitted curve at half-maximal effect; % is scaled to controls: 0 for no effect and ±100 for the full control effect; nearly all actives have a fitted effect of over 60% in size
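Cells of the MDR subline KB-V1 are plated, dosed with compound at multiple concentrations, and incubated 72 h at 37 degrees C; CellTiter-Glo is then added and luminescence read after 10 min.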
D3 ag – agonists of human D3 dopamine receptor | P35462 | D3R DiscoveRx beta-arrestin cells, luminescence, 90 min | max activation, % | 0.58% of 410,000 active; in the data active = max activation above about 30%; also: 0% is about no effect; mostly tested at two doses, the higher about 12 µM
Target sequence (P35462 whole entry, looked up): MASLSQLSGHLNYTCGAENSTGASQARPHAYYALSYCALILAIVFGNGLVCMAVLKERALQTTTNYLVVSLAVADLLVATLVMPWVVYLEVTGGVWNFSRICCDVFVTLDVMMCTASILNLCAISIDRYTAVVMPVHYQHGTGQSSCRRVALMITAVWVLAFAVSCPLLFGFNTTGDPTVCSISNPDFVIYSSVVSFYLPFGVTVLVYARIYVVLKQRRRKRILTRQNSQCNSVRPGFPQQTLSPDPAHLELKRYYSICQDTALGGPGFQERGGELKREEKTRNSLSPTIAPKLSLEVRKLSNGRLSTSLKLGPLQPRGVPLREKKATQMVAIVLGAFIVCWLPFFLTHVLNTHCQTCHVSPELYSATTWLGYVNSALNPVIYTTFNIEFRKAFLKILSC
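Agonist mode: compounds and dopamine controls were applied to plated cells for 90 min at 37 degrees C after an overnight attachment at 1500 cells/well. Luminescent read-out followed 30 - 60 minutes at room temperature with DiscoveRx detection reagent.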
HT1080-NT tox – kills 2HG-producing HT-1080-NT fibrosarcoma cells; HT-1080-NT fibrosarcoma viability, CellTiter-Glo ATP luminescence, 48 h; Potency, µM (highest dose often 46.1 µM), inactives show top-dose activity, negative = less viability, hits mostly cytotoxic; 1.6% of 360,000 active;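 also: NT is the 2HG producing partner of a matched IDH1 knockdown line; potency is read from the fitted curve at half-maximal effect; 0% = DMSO-treated cells and -100% = media-only wells without cells; nearly all actives have a fitted effect of over 55% in size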
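750 cells/well, RPMI + 5% FBS; 2 h settle, compound pin-transfer, 48 h at 37 degrees C. CellTiter-Glo 10 min RT, luminescence. Normalized to DMSO and media-only wells.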
SW480 rerep – induces DNA re-replication in SW480 colon adenocarcinoma cells; 1.8% of 340,000 active; Potency, µM (highest dose often 46.1 µM), for the others: at the top dose re-replication activation, actives largely listed as activators; SW480 DNA re-replication, Hoechst DNA content imaging, 48 h; AID 624297; also: potency is read from the fitted curve at half-maximal effect; % of control where 0% means no effect; nearly all actives have a fitted effect of over 55% in size
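Treated cells incubate 48 hr (37 C, 5% CO2), are stained 40 min with Hoechst, and nuclear fluorescence is enumerated; a rise in nuclei with high DNA signal marks re-replication.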
* = called active by the depositor; u = inconclusive; x = no result given; & = joins results of further samples; [ ] = remark or other dose. Unless noted, calls follow the shape of the dose curve; as a rule, active = well fitted curve in the direction sought with a large enough effect; inconclusive = small, poorly fitted or top-dose-only effect, or another doubt; inactive = no such curve, though single readings can be large; an effect the other way counts as inactive or inconclusive. The order is random. About 11% of those tested had a hit in this group.

Second line of a record: HT1080-NT tox | KB-V1 cytotox | HT1080 IDH1KD tx | KB-3-1 cytotox | SW480 rerep | MCF10A rereplic | IL-1B inflam inh | D3 ag | GLP1R cytotox
Cc1nnc(SCCCCSc2nnc(C)c(=O)[nH]2)[nH]c1=O
→ 0% | u | 9% | 8% | -114%[inhibitor] | 0% | 47 | -2 | -19%
CC(C)CCNC(=O)C(c1ccco1)N(C(=O)Cn1nnc2ccccc21)c1ccc2c(c1)OCO2 (stereo not given)
→ -3% | -6% | -8% | -9% | 8% | 4% | -18 | -11 | 2%
CCN(CC)C(c1ccc(F)cc1)c1nnnn1CC1CCCO1 (stereo not given)
→ 14% | -13% | 2% | 1% | -1%[9.22 µM] | -1% | 7 | 1 | -30%
Cc1ccc2c(c1)NC(=O)c1cccnc1N2
→ -3% | -8% | 12% | 0% | -6%[9.22 µM] | 3% | u | -8 | -5%
COc1ccc(NC(=O)N(Cc2cc3ccc(OC)cc3[nH]c2=O)CC2CCCO2)cc1 (stereo not given)
→ u | u | u | u | u | u | -17 | 1 | -33%
CCOc1ccc(CCNC(=O)Cn2cccc2C(=O)c2ccccc2C)cc1OCC
→ 9% | 4.6µM* | 17% | -1% | -5% | -1% | -2 | 11 | 14%
CC(C)c1ccc(NC2CCCN(C(=O)CN3CCOC3=O)C2)cc1 (stereo not given)
→ -10% | x | 15% | x | -3% | 6% | 9 | 14 | -8%
O=C(O)c1ccccc1SCc1csc(-c2ccccc2)n1
→ 14% | 11% | 6% | 3% | -4% | -14% | 2 | 6 | -2%
CC(=O)c1cccc(NC(=O)C(OC(=O)c2cccc(S(=O)(=O)N(C)c3ccccc3)c2)c2ccccc2)c1 (stereo not given)
→ 5% | 7% | 4% | 8% | 1% | -1% | 14 | -11 | -1%
O=C(NCCc1ccccn1)C1CCN(S(=O)(=O)c2ccc(Cl)cc2)CC1
→ -18% | -28% | 0% | 7% | -16% | 13% | 2 | 8 | -11%

As entered above.
Result of O=C(NCCc1ccccn1)C1CCN(S(=O)(=O)c2ccc(Cl)cc2)CC1 in D3 ag: 8
Result of COc1ccc(NC(=O)N(Cc2cc3ccc(OC)cc3[nH]c2=O)CC2CCCO2)cc1 (stereo not given) in D3 ag: 1

Continuation.
Second line of a record: HT1080-NT tox | KB-V1 cytotox | HT1080 IDH1KD tx | KB-3-1 cytotox | SW480 rerep | MCF10A rereplic | IL-1B inflam inh | D3 ag | GLP1R cytotox
CCC/C(=C1/c2ccccc2C(=O)N1c1ccccc1)c1cnc(OC)nc1
→ -3% | u | 6% | 0% | -5% | 13% | -4 | -9 | -11%
O=C(CCC(C(=O)O)N1C(=O)c2ccccc2C1=O)Nc1ccccc1 (stereo not given)
→ -3% | -12% | 0% | 15% | -1% | 0% | -1 | -11 | 76%[activator]
CCCn1c(SCC(=O)NC2CC2)nnc1-c1cccs1
→ 20% | 0% | 13% | 5% | u | 0% | 15 | 6 | -8%
O=C(c1cc([N+](=O)[O-])ccc1Cl)N1CCN(Cc2ccccc2)CC1
→ 1% | -10% | -4% | -4% | -13% | u | -53* | -7 | 1%
COc1ccc(OC)c(CN2C(=O)c3ccccc3C2c2nnnn2Cc2ccccc2)c1 (stereo not given)
→ 7% | u | -1% | 3% | x | x | -14 | -3 | 6%
CCCCCCC(C)OC(=O)Nc1cccc2ccccc12 (stereo not given)
→ -8% | 15% | 8% | -8% | 2% | 0% | 5 | 2 | 21%
O=C(Nc1ccccc1)c1ccccc1NC(=O)c1ccccc1C(=O)O
→ -3% | 16% | -2% | -6% | -6% | u | -22 | -3 | 9%
Cc1cc(C)n2nc(SCC3COc4ccccc4O3)nc2n1 (stereo not given)
→ -2% | 23µM* | -11% | 21% | 5% | 0% | -6 | -2 | 1%
Cn1c(=O)c2cc(NC(=S)NCc3ccccc3F)ccc2n1Cc1ccccc1
→ -1% | -9% | -2% | -6% | x | x | -14 | -11 | 2%
Cc1ccnn1CC(=O)N/N=C/c1ccc2c(c1)OCO2
→ -2% | u | -7% | 4% | 1% | -3% | 2 | -8 | 8%
COc1cc(CN(C(=O)c2ccccc2Br)c2ccccn2)cc(OC)c1OC
→ x | -12% | x | -1% | x | x | x | -6 | 3%
CCOCCCNC(=S)N1CCN(c2nc(-c3ccccc3)cs2)CC1
→ u | u | u | -28% | 0% | u | u | -1 | -3%
O=C(Nc1ccc(-c2nc3ccccc3[nH]2)cc1)C1CCCN(Cc2ccn[nH]2)C1 (stereo not given)
→ -10% | -3% | 0% | 6% | x | x | -22 | 4 | -6%
Cc1cccc(C)c1NC(=O)COC(=O)c1ccc2[nH]c3c(c2c1)CCCC3
→ u | -16% | -24% | 2% | u | 18µM* | -3 | 3 | u
COc1cccc(C(=O)NC(=O)Nc2cc(C)[nH]n2)c1
→ 8% | 0% | 8% | 14% | -2% | -1% | -2 | 2 | 12%
Cc1cccc(CSC2=NCCN2C(=O)c2ccc(Br)o2)c1
→ -1% | 15% | 0% | 1% | 1% | 2% | -3 | -2 | -1%
Cc1cc(C)n2nc(C(=O)OCC(=O)NNC(=O)c3ccc(Cl)cc3)nc2n1
→ 0% | 1% | 6% | -10% | -2% | 0% | 16 | 5 | 5%
CCC1Cc2c(nc(N)c3c(N)nc(N4CCOCC4)c(C#N)c23)O1 (stereo not given)
→ -8% | u | -5% | 20% | -10% | 3% | -17 | -1 | 16%
CC(=O)/C(=C\N(C)C)Sc1ccc(Cl)cc1
→ 3% | 16% | 1% | 0% | -14% | -1% | -8 | 5 | 2%
Cc1cccc(NC(=O)CN2C(=O)C3(SCC(=O)N3c3ccccc3)c3ccccc32)c1 (stereo not given)
→ x | u | x | 1% | x | x | x | -9 | -2%
O=C(NCCCc1ccccc1)c1cccc(NC(=O)C2CCCC2)c1
→ 0% | 0% | 2% | 0% | 3% | u | -8 | 8 | -2%
Cc1nc2scc(C)n2c(=O)c1S(=O)(=O)Nc1ccc(N2CCOCC2)cc1
→ -7% | -7%&-3% | -8% | -8%&1% | 0% | 3% | 25 | 11&10 | -2%&-2%
CCOc1ccccc1C(=O)N1CCN(CCc2ccccn2)CC1
→ x | -1% | x | 27% | x | x | x | -2 | -9%
C/C(N)=C(/C#N)C(=O)COC(=O)C1CCN(C(=O)c2ccc(Cl)cc2)CC1
→ 5% | -1% | 26% | 25% | -3% | 18% | 23 | 2 | 7%
C[C@H](NS(=O)(=O)c1ccc2c(c1)OCCCO2)C(=O)N1CCN(c2ccc(F)cc2)CC1
→ -2% | 1% | 2% | 7% | -14% | -4% | 5 | 0 | -24%
O=C(CCNC(=O)c1ccccc1)NNC(=O)COc1ccccc1Cl
→ -3% | -12% | -13% | 0% | -6% | -3% | 31 | -5 | -3%
COc1ccccc1C(=O)Nc1cccc(C(=O)OCc2cc(=O)n3nc(C4CC4)sc3n2)c1
→ x | 8% | x | 14% | x | x | x | -4 | -2%
CCN(CC)S(=O)(=O)c1ccc2oc(C(=O)N3CCCCCC3)c(C)c2c1
→ -20% | u | -13% | -5% | 7% | 24% | 30 | 0 | 3%
CC(=O)Nc1cccc(-c2nnc3n2CC(C)S3)c1 (stereo not given)
→ 14% | -2% | 21% | 0% | 1% | 3% | 7 | 18 | -12%
COc1ccc(-c2c(C#N)c(SCC(=O)c3cc4ccccc4oc3=O)nc(C)c2C(=O)Nc2ccccc2)cc1
→ 2% | u | -2% | 18µM* | 21µM* | 5.2µM* | 26 | 6 | -7%
COc1ccc(-c2n[nH]c(=S)n2-c2ccc(C)cc2)cc1
→ -1% | 1% | -5% | -20% | 3% | -2% | -23 | 3 | u
CCN(CC(=O)NCc1ccc(F)cc1)C(=O)C1CC1C (stereo not given)
→ 30% | -4% | 22% | 8% | -2% | -4% | -10 | -14 | 12%
COc1ccc(S(=O)(=O)N(C)CC(=O)N2CCC(C(N)=O)CC2)cc1
→ 2% | 6% | u | 0% | 0% | -10% | 10 | -18 | 36%[activator]
CCOc1ncccc1C(=O)OCC(=O)c1ccc(Br)s1
→ -2% | -2% | -3% | 18% | 8% | 6% | -11 | -3 | 5%
OCCNCc1cc(Br)ccc1OCc1ccc(Cl)cc1Cl
→ 23µM* | 15µM* | u | u | u | u | u | -20 | u
COc1ccc(-n2cnc3cc(NCc4ccccn4)ccc32)cc1
→ 1% | u | -1% | -9% | 6% | u | -19 | -19 | 17%
COc1ccc(CN2CCN(CCc3ccccc3)C(CCO)C2)cc1Cn1cncn1 (stereo not given)
→ 0% | 7% | -1% | 1% | 3% | 0% | -4 | -6 | 10%
COc1ccc(N2CCN(C(=O)C(NC(=O)c3c(F)cccc3F)C(C)C)CC2)cc1 (stereo not given)
→ 23% | u | 11% | 0% | -2% | 3% | 14 | 5 | -12%
COc1ccc(C(=O)C(C)OC(=O)c2cccc(S(=O)(=O)Nc3c(C)n(C)n(-c4ccccc4)c3=O)c2)cc1 (stereo not given)
→ 0% | 0% | -7% | 0% | u | 2% | -73* | 4 | -2%
CCn1nccc1C(=O)Nc1ccc(Cl)cn1
→ -1% | 20% | -3% | 3% | 1%[9.22 µM] | -34%[inhibitor] | -13 | 3 | 24%
COc1ccccc1CNC(=O)C(=O)NCC1OCCN1C(=O)c1ccc(Cl)cc1 (stereo not given)
→ -3% | -2% | 15% | -5% | 25% | 0% | -5 | -10 | -3%
CCCCNS(=O)(=O)c1ccc(NC(=O)c2c(-c3ccccc3Cl)noc2C)cc1
→ u | 21µM* | u | 1% | 11% | u | 2 | 11 | -3%
COc1ccc(-c2cc(C(F)(F)F)n3nc(C(=O)Nc4cc(Cl)cc(Cl)c4)cc3n2)cc1
→ x | 17% | x | 2% | x | x | x | 5 | 2%
